Source: PubChem BioAssay (National Center for Advancing Translational Sciences (NCATS))
Tau fibril FP = blocks human tau fibril formation measured by polarization | K18 P301L tau heparin fibrillization, Alexa594 FP, 6 h | AID 1468 | hit rate 0.39% among 280,000 | Potency, µM (titrated, usually from 57.7 µM), for inactives: top-dose activity, negative = inhibition, hits mostly inhibitors; further: nearly all actives have a fitted effect of over 55% in size
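K18 P301L tau (15 uM unlabeled/0.24 uM Alexa 594-labeled, final) + compound + heparin 20 uM final; 100 mM NaOAc pH 7; 6 hr 37 C; ThT 30 uM final added, 1 hr RT; FP ex 555/em 632 nm.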
GoLoco inh red = blocks human Gai1 binding to RGS12 GoLoco peptide, red readout | hit rate 0.44% among 230,000 | P63096 | Gai1:RGS12 GoLoco peptide FP, rhodamine, 10 min | Potency, µM (highest dose often 61.6 µM), inactives show top-dose activity, negative = inhibition, usual class: inhibitors; active means well fitted inhibition curve with a large enough effect, not every such curve was filed as active; inactive means no such curve, though single readings can be large or run the other way; further: nearly all actives have a fitted effect of over 30% in size; many of its hits are not listed in these tables
Target sequence (P63096 whole entry, looked up): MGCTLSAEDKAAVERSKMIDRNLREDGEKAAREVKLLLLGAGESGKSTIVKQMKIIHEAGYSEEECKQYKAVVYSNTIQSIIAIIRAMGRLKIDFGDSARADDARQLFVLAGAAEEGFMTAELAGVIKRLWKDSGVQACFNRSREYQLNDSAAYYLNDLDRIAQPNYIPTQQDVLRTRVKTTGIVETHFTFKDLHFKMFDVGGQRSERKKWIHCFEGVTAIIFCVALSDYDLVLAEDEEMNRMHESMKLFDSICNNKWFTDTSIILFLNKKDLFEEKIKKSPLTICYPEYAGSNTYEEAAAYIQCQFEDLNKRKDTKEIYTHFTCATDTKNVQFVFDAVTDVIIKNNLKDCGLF
TRb-SRC2 inh = disrupts binding of human TR beta to SRC2. P10828. TRbeta-SRC2 peptide binding, fluorescence polarization; receptor liganded with 1 µM T3. Potency, µM (highest dose often 106 µM), for inactives: top-dose activity change, negative = inhibition, usual class: inhibitors. hit rate 0.065% among 280,000. AID 1469;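 further: plate controls were bound peptide for no effect and peptide without receptor for full effect; nearly all actives have a fitted effect of over 50% in size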
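A fluorescence polarization screen tested compounds at multiple concentrations against complex formation between 0.6 uM TRb ligand-binding domain and 20 nM Texas Red SRC2 peptide, with 1 uM T3 present; readout after 5 hr.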
TexasRed fluor = Texas Red fluorescence interference in TRb-SRC2 counter-screen. TRb/SRC2 Texas Red total fluorescence interference. AID 1479. Potency, µM (titrated, usually from 106 µM), for the others: at the highest dose fluorescence change, negative = quenching. hit rate 0.29% among 280,000; active means well fitted curve in either direction with a large enough effect; inconclusive means small, poorly fitted or top-dose-only effect
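Human TRb ligand-binding domain at 0.6 uM with 20 nM Texas Red SRC2 peptide in Tris buffer containing 1 uM T3 and 5% DMSO, incubated with compound 5 h at ambient temperature. Total fluorescence (555/632 nm) calculated as parallel + 2 × perpendicular.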
L3MBTL1 inh = inhibitors of human L3MBTL1. AlphaScreen L3MBTL1–H3K9me1 peptide binding. Q9Y468. hit rate 0.66% among 230,000. Potency, µM (doses to about 57.1 µM), inactives show at the top dose activity, negative = inhibition, hits mostly inhibitors; further: nearly all actives have a fitted effect of over 60% in size
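L3MBTL1 50 nM + b-AHA-H3(1-15)K9me1 75 nM, 30 min RT; compound added, 30 min RT; streptavidin donor/Ni-chelate acceptor beads 10 ug/mL each final, 30 min RT dark; AlphaScreen read.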
RECQ1 inh = inhibitors of human RECQ1 DNA helicase; P46063; RECQ1 DNA unwinding, red fluorescence kinetic read; Potency, µM (top dose mostly 57.3 µM), for the others: at the top dose activity, negative = inhibition, actives largely listed as inhibitors; hit rate 0.54% among 240,000;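 further: plate controls were vehicle for no effect and no enzyme for full effect; nearly all actives have a fitted effect of over 30% in size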
Target sequence (P46063 whole entry, looked up): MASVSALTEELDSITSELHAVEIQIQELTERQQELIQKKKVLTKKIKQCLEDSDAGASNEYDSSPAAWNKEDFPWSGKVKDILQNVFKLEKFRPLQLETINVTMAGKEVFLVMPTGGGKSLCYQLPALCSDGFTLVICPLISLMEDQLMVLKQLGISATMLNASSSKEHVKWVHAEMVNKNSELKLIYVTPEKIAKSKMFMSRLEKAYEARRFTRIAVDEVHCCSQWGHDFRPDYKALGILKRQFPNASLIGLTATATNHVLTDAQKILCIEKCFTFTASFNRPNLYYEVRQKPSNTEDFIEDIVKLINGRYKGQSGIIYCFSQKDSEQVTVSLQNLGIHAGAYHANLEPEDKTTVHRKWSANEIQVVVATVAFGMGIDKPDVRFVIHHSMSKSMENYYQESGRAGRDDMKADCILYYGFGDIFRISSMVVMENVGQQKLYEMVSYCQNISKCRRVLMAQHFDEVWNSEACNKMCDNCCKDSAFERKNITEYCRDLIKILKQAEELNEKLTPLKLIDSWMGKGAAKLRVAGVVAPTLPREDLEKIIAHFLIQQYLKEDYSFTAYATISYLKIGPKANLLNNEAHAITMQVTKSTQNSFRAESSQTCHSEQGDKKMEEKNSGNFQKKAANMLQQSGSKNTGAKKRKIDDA
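50 nM RECQ1T1 preincubated 15 min with compound in Tris pH 8.0 buffer with MgCl2, DTT, Tween-20 and 2.5 ug/ml poly(dI-dC); started with 200 nM TAMRA/BHQ-2 forked duplex and 2 mM ATP. Unwinding read as fluorescence (525/598 nm), two reads 2 h apart.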
KDM4E inh = inhibitors of human JMJD2E histone demethylase; B2RXH2; JMJD2E catalytic domain, FDH-coupled NADH fluorescence (FDH is formaldehyde dehydrogenase); Potency, µM (top dose mostly 57.1 µM), inactives show top-dose activity change, negative = inhibition, actives largely listed as inhibitors; hit rate 1.6% among 230,000; active means well fitted inhibition curve with a large enough effect, not every such curve was filed as active; inconclusive means small, poorly fitted or top-dose-only effect, or another doubt; inactive means no such curve, though single readings can be large or run the other way;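 further: 0% = wells with enzyme and -100% = buffer wells without enzyme; nearly all actives have a fitted effect of over 50% in size; many of its hits are not listed in these tables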
Tau ThT inhib = inhibitors of human tau fibril formation, thioflavin T binding; P10636; recombinant tau K18 P301L (four-repeat tau fragment), heparin-induced fibrillization, ThT fluorescence; Potency, µM (series often up to 57.4 µM), for the others: at the top dose activity, negative = inhibition, actives largely listed as inhibitors; hit rate 2.1% among 270,000; AID 1460; further: nearly all actives have a fitted effect of over 55% in size
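Aggregation was driven by heparin (20 uM final) acting on recombinant tau […] bearing P301L in 100 mM sodium acetate pH 7; fibrils were detected with Thioflavin T.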
An asterisk follows results filed as active; i = inactive; u = inconclusive; x = no result given; [ ] = another dose, or the depositor's remark. Unless noted, the call rests on the fitted dose curve; in most records, active means well fitted curve in the direction sought with a large enough effect; inconclusive means small, poorly fitted or top-dose-only effect, or another doubt; inactive means no such curve, though single readings can be large; an effect the other way counts as inactive or inconclusive. Unless noted, on the % scale 0 is the no-effect control and ±100 the full control effect; potency means the concentration at half of the fitted maximal effect.

Values run as follows: Tau fibril FP, GoLoco inh red, TRb-SRC2 inh, TexasRed fluor, L3MBTL1 inh, RECQ1 inh, KDM4E inh, Tau ThT inhib
> CC1CCN(S(=O)(=O)c2ccc3c(c2)N(CC(=O)NCC(C)c2ccccc2)C(=O)CO3)CC1 (stereo not given)
    4%, x, -5%, 0%, x, x, x, -6%
> CCOC(=O)c1ccc(OCC(=O)c2ccc(O)cc2O)cc1
    -1%, 4%, -1%, -3%, 1%, -26%, 0%, -13%
> COC(=O)c1ccccc1NC(=O)Cc1nc(-c2ccc(OC)cc2)no1
    -6%, x, 3%, -3%, x, x, x, 7%
> Cc1ccc(-n2nnc(-c3nsc(NC(=O)c4cccc(Cl)c4)n3)c2C)cc1C
    -10%, x, -5%, -1%, x, x, x, -10%
> CC(=O)c1ccc(NC(=O)CSc2nc3c(=O)n(C)c(=O)n(C)c3n2C)cc1
    2%, x, -6%, 0%, x, x, x, -1%
> CN(Cc1ccco1)c1ncnc2ccc(-c3cccnc3)cc12
    -1%, 2%, 8%, 0%, 4%, -11%, u, 4%
> Cc1cc(/C=N/NC(=O)c2cccc(F)c2)c(C)n1-c1ccccc1
    7%, 4%, 2%, 0%, 16%, -4%, u, u
> Cc1[nH]c2ccccc2c1C(=O)COC(=O)C1CCC(=O)N1 (stereo not given)
    1%, 7%, 2%, -4%, 2%, -11%, 4%, 3%
> Cn1cnnc1Sc1nc2ccccc2nc1NS(=O)(=O)c1ccccc1
    -4%, 9%, -6%, -3%, 6%, -1%, u, -1%
> O=C(NCc1n[nH]c(=S)n1-c1cccc(Cl)c1)c1cccs1
    -8%, 8%, 4%, -1%, -15%, 8%, -2%, -9%
> C=CCNC(=S)N/N=C/c1cccc([N+](=O)[O-])c1
    1%, -23%, -5%, -1%, -15%, -15%, -13%, 9%
> COC(=O)CCC(=O)c1oc2ccccc2c1NC(=O)CCCN1C(=O)c2ccccc2C1=O
    2%, -15%, 0%, -1%, 3%, -13%, 0%, -4%
> O=C(NC1CCCc2ccccc21)C1CCC(CNS(=O)(=O)c2cccc3nsnc23)CC1 (stereo not given)
    -14%, -7%, -8%, -10%, x, -3%, u, 1%
> CCCCCCCc1ccc(-c2ccc(O)cc2)nc1
    u, -3%, 11%, -1%, 20%, 23%, -3%, u
> COc1ccc(/C=C2\CCCC3C2=NN(C(=O)c2scnc2C)C3c2ccc(OC)cc2)cc1 (stereo not given)
    1%, 1%, -2%, 0%, x, i, u, -13%

Next results follow:
Values run as follows: Tau fibril FP, GoLoco inh red, TRb-SRC2 inh, TexasRed fluor, L3MBTL1 inh, RECQ1 inh, KDM4E inh, Tau ThT inhib
> CC(C)Cc1nnc(NC(=O)CSc2nc(-c3ccccc3)cc(=O)[nH]2)s1
    -5%, 9%, -11%, -2%, x, 25%, u, -11%
> COc1ccc(C(=O)NC2CCN(C(=S)Nc3cccc(C)c3)CC2)cc1
    -6%, 11%, 3%, 4%, 9%, -1%, 15%, -4%
> COc1ccccc1Nc1cc(C(=O)NCc2cccnc2)c2ccccc2n1
    u, -12%, 2%, -5%, -14%, 4%, -7%, u
> O=C(Cn1nnc2c(cnn2-c2ccc(F)cc2)c1=O)OC1CCCCC1
    -2%, -4%, -1%, -4%, x, 11%, u, u
> COc1cccc(C=Nc2ccccc2C(=O)Nc2nccs2)c1OC
    -6%, 2%, -2%, -3%, x, -10%, u, -4%
> CCCCOc1ccccc1NC(=O)CC1SC(=NCC)N(CC)C1=O (stereo not given)
    -4%, 1%, -7%, -3%, x, i, -5%, -4%
> Cc1ccc(-n2nc3cc(C)c(NC(=S)NC(=O)/C=C/c4ccco4)cc3n2)cc1
    -8%, 40%[activator], 2%, -4%, -12%, 1%, u, u
> CCN(CC)CCNC(=O)c1cn(CCOC)c(=O)c2c1c1ccccc1n2C
    -2%, x, 3%, 3%, x, x, x, -9%
> CCOC(=O)c1[nH]c2ccccc2c1NC(=O)CN1CCCCC1
    0%, 1%, 3%, -3%, -5%, -4%, u, 1%
> Cc1nc2ccccc2c(=O)n1NC(=O)C1CC1
    2%, -10%, -5%, 1%, -6%[2.29 µM], i, 3%, -2%
> COc1ccc(-n2nc(C(=O)NCc3ccco3)c3c4ccccc4n(C)c3c2=O)cc1Cl
    1%, 14%, -3%, 2%, -1%, 6%, u, -3%
> COc1ccc(OC)c(NC(=O)c2nnn(Cc3ccc(Br)cc3F)c2N)c1
    u, 5%, 9%, 0%, -3%, -41%, u, 10%
> COc1ccc(Oc2nc(Oc3ccc(OC)cc3)nc(Oc3ccc(OC)cc3)n2)cc1
    -8%, -1%, -3%, 1%, 5%, i, -2%, 6%
> CCOc1ccccc1C(=O)Nc1cccc(-c2nnc(-c3ccccc3)o2)c1
    -5%, 2%, -14%, -3%, 5%, -7%, 6%, u
> CC(C)[C@@H](C(=O)NCC1CCC(C(=O)O)CC1)n1nnc2ccccc2c1=O (stereo not given in full)
    0%, x, 2%, 0%, -5%, -9%, 2%, -6%

Shown tab-delimited: eleven of the compounds above
compound	Tau fibril FP	GoLoco inh red	TRb-SRC2 inh	TexasRed fluor	L3MBTL1 inh	RECQ1 inh	KDM4E inh	Tau ThT inhib
Cc1ccc(-n2nnc(-c3nsc(NC(=O)c4cccc(Cl)c4)n3)c2C)cc1C	-10%	x	-5%	-1%	x	x	x	-10%
CC(=O)c1ccc(NC(=O)CSc2nc3c(=O)n(C)c(=O)n(C)c3n2C)cc1	2%	x	-6%	0%	x	x	x	-1%
CN(Cc1ccco1)c1ncnc2ccc(-c3cccnc3)cc12	-1%	2%	8%	0%	4%	-11%	u	4%
Cc1cc(/C=N/NC(=O)c2cccc(F)c2)c(C)n1-c1ccccc1	7%	4%	2%	0%	16%	-4%	u	u
Cc1[nH]c2ccccc2c1C(=O)COC(=O)C1CCC(=O)N1 (stereo not given)	1%	7%	2%	-4%	2%	-11%	4%	3%
Cn1cnnc1Sc1nc2ccccc2nc1NS(=O)(=O)c1ccccc1	-4%	9%	-6%	-3%	6%	-1%	u	-1%
O=C(NCc1n[nH]c(=S)n1-c1cccc(Cl)c1)c1cccs1	-8%	8%	4%	-1%	-15%	8%	-2%	-9%
C=CCNC(=S)N/N=C/c1cccc([N+](=O)[O-])c1	1%	-23%	-5%	-1%	-15%	-15%	-13%	9%
COC(=O)CCC(=O)c1oc2ccccc2c1NC(=O)CCCN1C(=O)c2ccccc2C1=O	2%	-15%	0%	-1%	3%	-13%	0%	-4%
O=C(NC1CCCc2ccccc21)C1CCC(CNS(=O)(=O)c2cccc3nsnc23)CC1 (stereo not given)	-14%	-7%	-8%	-10%	x	-3%	u	1%
CCCCCCCc1ccc(-c2ccc(O)cc2)nc1	u	-3%	11%	-1%	20%	23%	-3%	u

Next results
Values run as follows: Tau fibril FP, GoLoco inh red, TRb-SRC2 inh, TexasRed fluor, L3MBTL1 inh, RECQ1 inh, KDM4E inh, Tau ThT inhib
> CCc1cccc(CC)c1NC(=S)NCCc1c(C)[nH]c2ccccc12
    u, 8%, -3%, -5%, -15%, -25%, -10%, -13%
> Cc1cc(-c2csc(NC(=O)c3cccc(S(=O)(=O)N(C)C)c3)n2)c(C)n1-c1ccccc1
    -5%, 22%, 9%, -10%, -6%, i, 13µM*, u
> O=C(Nc1cc(C(F)(F)F)ccc1F)C1CCCC1
    2%, -1%, 2%, -7%, 15%, i, 2%, 4%
> C=CCn1c(=N)n(CC(O)c2ccco2)c2ccccc21 (stereo not given)
    -2%, 9%, -3%, -4%, -2%, -4%, -4%, -8%
> COC(=O)N/N=C/c1ccc(OC(=O)c2ccco2)c(OC)c1
    -3%, 13%, 0%, -2%, 7%, -5%, 2%, -12%
> COC(=O)[C@@]1(Cc2ccc(F)cc2)[C@H]2c3cc(C(=O)N(C)C)n(C)c3C[C@H]2CN1C(=O)c1ccccc1
    -3%, 5%, 0%, -1%, x, -6%, u, -10%
> O=C(COc1ccc(Br)cc1)N1CCN(S(=O)(=O)/C=C/c2ccccc2)CC1
    2%, 1%, -6%, -1%, 6%, -7%, 4%, -15%
> CCOC(=O)c1ccc(NS(=O)(=O)c2ccc3[nH]c4c(c3c2)CCCCC4)cc1
    u, x, -1%, -1%, x, x, x, -7%
> CCOc1ccc(NC(=O)C(CC)NC(=O)c2ccccc2CO)cc1 (stereo not given)
    2%, 12%, 1%, 6%, x, -3%, 0%, -7%
> Cn1ncc(Br)c1C(=O)Nc1ccc(Cl)cn1
    -9%, 14%, 1%, 6%, 3%, i, 1%, -11%
> O=C(Cn1cnc2ccccc2c1=O)c1ccc(Br)cc1
    -5%, 3%, 4%, -1%, 2%, i, -3%, -1%
> CCOc1cc(N2CCOCC2)c(OCC)cc1NC(=O)CSc1cccc[n+]1[O-]
    -10%, -14%, -9%, 1%, u, -12%, u, u
> CCn1c(SCC(=O)Nc2nc3ccc(C)cc3s2)nc2c(c1=O)SC(C)C2 (stereo not given)
    9%, 17%, 1%, 1%, -2%, 0%, 12%, u
> CC(=O)c1c(C)n(C)c2ccc(OC(=O)c3ccco3)cc12
    1%, -6%, -2%, -5%, -1%[11.4 µM], -4%, -23%, -19%
> O=S(=O)(NCC1CCCO1)c1cccc(C(F)(F)F)c1 (stereo not given)
    0%, 1%, 0%, -1%, x, -1%, 0%, 11%

Next part:
Values run as follows: Tau fibril FP, GoLoco inh red, TRb-SRC2 inh, TexasRed fluor, L3MBTL1 inh, RECQ1 inh, KDM4E inh, Tau ThT inhib
> COCCNC(=O)COC(=O)/C=C/c1cnc2ccccc2n1
    12%, 10%, -8%, -1%, 2%, -7%, -13%, -9%
> Cc1cc(C)cc(NC(=O)NN2C(C)CCCC2C)c1 (stereo not given)
    -2%, -2%, 0%, -2%, x, i, -6%, 1%
> N#CCCC12CCCCC1=Nc1ccccc12 (stereo not given)
    -4%, -5%, 0%, -1%, 2%, -4%, -1%, -6%
> CN1C(=O)C(C)(C)c2cc(S(=O)(=O)N3CCCC3C(=O)Nc3ccc(F)cc3)ccc21 (stereo not given)
    -5%, x, 1%, -1%, x, x, x, 2%
> Cc1cccc(NC(=O)CN2C(=O)N/C(=C/c3cc(C)n(C)c3C)C2=O)c1
    5%, 26%, 3%, -4%, -37%, -2%, 32µM*, u
> CCCOC(=O)c1ccc(NC(=O)CC(C)(C)C)cc1
    5%, -2%, -3%, -6%, 7%, i, 19%, 1%

This is a subset, so the mix of outcomes need not match the whole.
